# Source: PubChem BioAssay
# Mito fusion yeast: qHTS Assay for Small Molecule Inhibitors of Mitochondrial Division or Activators of Mitochondrial Fusion; S. cerevisiae fusion-defective mutant growth rescue, CellTiterGlo 48 h; Potency, µM (top dose mostly 46.1 µM), for the others: top-dose growth rescue (activation), hits mostly activators; 320,000 tested, 0.23% active; AID 485298, 2010;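 further: potency means the concentration at half of the fitted maximal effect; % of control where 0% means no effect; nearly all actives have a fitted effect of over 45% in size; temperature-sensitive fusion mutants such as fzo1-1 at 37 °C on non-fermentable ethanol glycerol medium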
#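 S. cerevisiae fusion-defective temperature-sensitive mutants (e.g. fzo1-1, mgm1-5) grown 48 h at 37C in YPEG (ethanol/glycerol non-fermentable) medium with 23 nl compound per well; growth rescue read as CellTiterGlo luminescence.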
# KCNH2 WT inh: qHTS for Inhibitors of KCHN2 3.1: Wildtype qHTS; U2OS, BacMam KCNH2, thallium flux FluxOr; hits give low values; activity change, % at 1.84 µM; 340,000 tested, 0.37% active; AID 720551, 2013;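 active means maximum activity change below -70%; inconclusive means maximum activity change between -70% and -50%; inactive means maximum activity change above -50%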; further: on the % scale 0 is the no-effect control and ±100 the full control effect
#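 U2OS cells were transduced with wild-type KCNH2 virus (2.03 x 10^8 / mL) for 4 h at room temperature, then cultured overnight at 37 C. Thallium flux was read with FluxOr dye. Rate constants were normalized to DMSO controls.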
# TCR act: Activators of T cell receptors: qHTS campaign | primary human leukocytes, anti-CD3, IL-2 HTRF, 48 h | Potency, µM (highest dose often 9.22 µM), for inactives: at the highest dose activation of IL-2 secretion, usual class: activators | 330,000 tested, under 10 active | AID 504894, 2011; further: % of control where 0% means no effect
#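 Primary human leukocytes receive a-CD3 beads and test compound and are incubated 48 hr. Secreted IL-2 is then assayed by HTRF, measuring 665nm acceptor emission after 320nm excitation of the europium donor.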
# TSHR antag: Antagonists of the Thyroid Stimulating Hormone Receptor: HTS campaign | TSHR-expressing cells, TSH-stimulated cAMP HTRF, 2 h; hits give low values | activity change, negative = inhibition, % at 11.5 µM | 330,000 tested, 0.2% active;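 active means activity change below a set negative limit, meaning inhibition stronger than a set level, cut at about -70% in these data; inconclusive means activity change between two set negative limits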; further: on the % scale 0 is the no-effect control and ±100 the full control effect
#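 Cell-based HTRF cAMP assay; TSHR cells + compound, TSH EC80 (4nM final), 2 h, 37 deg C. Lysis with anti-cAMP cryptate and cAMP-d2, 30 min RT, read 665/620 nm.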
# USP2a block: qHTS Assay for Inhibitors of Ubiquitin-specific Protease USP2a Using CHOP2 as the Reporter; USP2 core, Ub-CHOP2 coupled fluorogenic reporter, 485/531; Potency, µM (series often up to 38.3 µM), for inactives: at the top dose activity change, negative = inhibition, usual class: inhibitors; 330,000 tested, 0.01% active;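 further: potency means the concentration at half of the fitted maximal effect; plate controls were DMSO wells for no effect and full inhibition by NEM control for full effect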
# Target sequence (O75604 whole entry, looked up): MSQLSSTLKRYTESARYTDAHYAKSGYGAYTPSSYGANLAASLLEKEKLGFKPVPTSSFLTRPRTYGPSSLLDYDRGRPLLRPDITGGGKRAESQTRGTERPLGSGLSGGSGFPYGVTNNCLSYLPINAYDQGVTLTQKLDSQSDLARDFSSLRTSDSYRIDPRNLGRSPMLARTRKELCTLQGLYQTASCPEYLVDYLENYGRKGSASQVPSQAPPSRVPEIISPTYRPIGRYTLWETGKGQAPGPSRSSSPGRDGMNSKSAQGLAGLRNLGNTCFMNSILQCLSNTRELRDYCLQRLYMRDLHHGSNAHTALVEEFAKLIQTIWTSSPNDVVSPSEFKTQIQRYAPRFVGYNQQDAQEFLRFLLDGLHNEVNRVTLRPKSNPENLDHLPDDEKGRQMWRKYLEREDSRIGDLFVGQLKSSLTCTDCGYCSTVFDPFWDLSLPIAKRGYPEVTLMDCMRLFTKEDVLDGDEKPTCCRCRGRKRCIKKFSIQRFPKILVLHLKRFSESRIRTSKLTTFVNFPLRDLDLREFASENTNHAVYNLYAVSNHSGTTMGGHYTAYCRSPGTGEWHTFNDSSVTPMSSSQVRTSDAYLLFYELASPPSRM
#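 USP2 core (10nM final) preincubated 30min RT with compound in 20mM Tris-HCl pH 8.0, 2mM CaCl2, 2mM beta-mercaptoethanol, 0.05% CHAPS; 25nM Ub-CHOP2 plus 25nM reporter substrate added, fluorescence (Ex485/Em531) read after 60min.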
# Eya2 phos inh: qHTS Assay for Inhibitors of the Phosphatase Activity of Eya2; Potency, µM (titrated, usually from 76.9 µM), for the others: top-dose activity, negative = inhibition, most hits filed as inhibitors; Protein phosphatase EYA2 (Homo sapiens), O00167; AID 488837, 2010; 330,000 tested, 0.006% active; recombinant Eya2, OMFP fluorescence dephosphorylation (OMFP is methylfluorescein phosphate); further: potency means the concentration at half of the fitted maximal effect; on the % scale 0 is the no-effect control and ±100 the full control effect
# Target sequence (O00167 whole entry, looked up): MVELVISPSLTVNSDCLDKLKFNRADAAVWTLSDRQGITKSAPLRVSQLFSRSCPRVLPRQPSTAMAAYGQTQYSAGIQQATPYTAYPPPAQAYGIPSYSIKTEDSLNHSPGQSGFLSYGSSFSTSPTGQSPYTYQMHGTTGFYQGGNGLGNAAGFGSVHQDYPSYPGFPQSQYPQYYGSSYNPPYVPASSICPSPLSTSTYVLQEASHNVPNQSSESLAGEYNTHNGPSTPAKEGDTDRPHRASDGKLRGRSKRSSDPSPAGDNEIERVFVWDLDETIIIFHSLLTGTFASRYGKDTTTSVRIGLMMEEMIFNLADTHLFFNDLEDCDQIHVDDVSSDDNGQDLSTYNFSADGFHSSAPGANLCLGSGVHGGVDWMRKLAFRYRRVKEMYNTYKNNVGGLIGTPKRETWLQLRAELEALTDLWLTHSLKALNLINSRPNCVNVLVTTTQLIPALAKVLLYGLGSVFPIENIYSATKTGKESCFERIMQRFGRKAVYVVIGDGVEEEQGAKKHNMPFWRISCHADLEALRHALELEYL
#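 Eya2 (0.2 uM) preincubated 10 min at ambient with compound, then OMFP substrate added at 50 uM; 10 min reaction in 50 mM HEPES pH 7.5, 50 mM NaCl, 5 uM MgCl2, 0.05% BSA, 1 mM DTT. Fluorescence read at Ex 485/Em 525 nm.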
# AT treatment: qHTS Assay for Identifying a Potential Treatment of Ataxia-Telangiectasia. […] A-T fibroblasts, KAP-1 phosphorylation AlphaLISA; neocarzinostatin DNA damage 30 min before lysis. Potency, µM (series often up to 57.5 µM), inactives show at the top dose activation, actives largely listed as activators. 320,000 tested, 0.19% active; further: potency means the concentration at half of the fitted maximal effect; % of control where 0% means no effect; nearly all actives have a fitted effect of over 45% in size
#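 hTERT-immortalized A-T patient fibroblasts ([…]), 500 cells/well in OPTI-MEM, 1% FBS, got compounds for 60 min, then NCS for 30 min at 37C. Lysates were then assayed for phospho-KAP-1 by AlphaLISA (anti-pKAP1 donor, anti-KAP1 acceptor beads), 6 hr at 25C.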
# TRPV1 agonist: HTS Assay for Compounds that Act as Agonists of the Vanilloid Receptor 1; Transient receptor potential cation channel subfamily V member 1 (Homo sapiens), Q8NER1; TRPV1-expressing cells, Fluo-8 calcium influx, agonist mode; activation, % at 8.33 µM; 320,000 tested, 0.19% active; in the data active means activation above about 80%; inconclusive means between about 30% and that limit; further: 0% is about no effect
#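 TRPV1-expressing cells were cultured overnight at 35.5C and loaded with Fluo-8 calcium dye for 40 to 90 min at room temperature. After a 10 s baseline, compound was added and calcium influx was read kinetically for 3 min (ex 480/em 520 nm).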
# ELG1 DNA repair: qHTS screen for small molecules that inhibit ELG1-dependent DNA repair in human embryonic kidney (HEK293T) cells expressing luciferase-tagged ELG1. HEK293T ELG1-luciferase reporter, luminescence, 16 h; DNA damage induced by 5-fluorouridine. Potency, µM (doses to about 46.1 µM), without a hit: top-dose activity change, negative = inhibition, usual class: inhibitors. 330,000 tested, 2.3% active; further: potency means the concentration at half of the fitted maximal effect; on the % scale 0 is the no-effect control and ±100 the full control effect; nearly all actives have a fitted effect of over 55% in size
#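 Reporter activity after DNA damage by 5-fluorouridine is monitored. Compound-treated cells incubate 16 hr at 37 °C, then ONE-Glo is added for 30 min before luminescence reading.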
# KCNH2 3.1 block: qHTS for Inhibitors of KCHN2 3.1: Mutant qHTS. activity change, % (tested at about 1.8 µM). AID 720553, 2013. 340,000 tested, 0.95% active. U2OS KCNH2 3.1, thallium flux FluxOr; hits give low values. Potassium voltage-gated channel subfamily H member 2, brain isoform KCNH2 3.1 (human);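 active means maximum activity change below -70%; inconclusive means maximum activity change from -70% to -50%; inactive means maximum activity change above -50%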;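 further: thallium influx rate constant from kinetic fluorescence after stimulation buffer; on the % scale 0 is the no-effect control and ±100 the full control effect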
#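 U2OS cells transduced with KCNH2 3.1 mutant virus (1.77 x 10^8 /mL, 4 h), plated overnight at 37 C, loaded 45 min with FluxOr dye plus Red40 quencher. Thallium flux rate constant from kinetic reads after stimulation buffer, normalised to controls.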
# Active calls of the source: *; i = inactive; ? = inconclusive; nt = no result given; [ ] = remark or other dose. Unless noted, the call rests on the fitted dose curve; in most records, active means well fitted curve in the direction sought with a large enough effect; inconclusive means small, poorly fitted or top-dose-only effect, or another doubt; inactive means no such curve, though single readings can be large; an effect the other way counts as inactive or inconclusive. An excerpt; the hit share may differ from the screen's.
# Preview (two entries):
SMILES	KCNH2 3.1 block	Eya2 phos inh	TSHR antag	TCR act	USP2a block	ELG1 DNA repair	TRPV1 agonist	Mito fusion yeast	AT treatment	KCNH2 WT inh
COc1ccc(-n2nnnc2CNC(=O)C(=O)c2c(C)[nH]c3ccccc23)cc1	10.9	8.8%	5.8	1.2%	-1.6%	0.7%	0.0	-4.7%	10.6%	-21.2
CCOc1ccc(CNC(=O)C2CCCN(c3nnc(C)c4c(C)n(-c5ccccc5)nc34)C2)cc1 (centres undefined)	-5.0	7.3%	19.8	14.3%	0.8%	?	?	0.9%	5.3%	-13.7

# All compounds of this part (from the top)
SMILES	KCNH2 3.1 block	Eya2 phos inh	TSHR antag	TCR act	USP2a block	ELG1 DNA repair	TRPV1 agonist	Mito fusion yeast	AT treatment	KCNH2 WT inh
COc1ccc(-n2nnnc2CNC(=O)C(=O)c2c(C)[nH]c3ccccc23)cc1	10.9	8.8%	5.8	1.2%	-1.6%	0.7%	0.0	-4.7%	10.6%	-21.2
CCOc1ccc(CNC(=O)C2CCCN(c3nnc(C)c4c(C)n(-c5ccccc5)nc34)C2)cc1 (centres undefined)	-5.0	7.3%	19.8	14.3%	0.8%	?	?	0.9%	5.3%	-13.7
O=S(=O)(Nc1ccccn1)c1ccc(Oc2ccccc2)cc1	3.5	-1.9%	0.0	6.0%	-0.4%	-19.5%	11.9	-11.1%	-1.1%	10.9
Cc1ccc(CNC(=O)/C=C/c2ccc(Br)o2)cc1	7.4	-0.7%	10.5	2.5%[46.1 µM]	2.2%	-4.5%	23.9	6.8%	0.5%	-1.2
CN1CCN(C(=O)CCCOc2ccc(Cl)cc2Cl)CC1	-1.7	-5.4%	29.2	3.0%	2.6%	17.4%	7.3	1.2%	0.9%	11.5
O=S(=O)(NCc1ccncc1)c1ccc(Br)s1	-0.2	1.1%	-22.9	5.4%	-0.8%	?	3.5	0.9%	-1.6%	-7.7
CC(=O)c1ccccc1N(C(=O)Cn1nnc2ccccc21)C(C(=O)NCC1CCCO1)c1ccc(N2CCOCC2)cc1 (centres undefined)	10.2	1.8%	3.1	-4.6%	0.0%	4.5%	1.1	-5.6%	-0.9%	-1.5
C[C@H](NS(=O)(=O)c1ccccc1)C(=O)N1CCN(C(c2ccccc2)c2ccccc2)CC1	6.9	-5.7%	3.4	-1.5%	-9.2%	25.9µM*	nt	nt	3.4%	4.7
N=c1c(-c2nc3ccccc3[nH]2)cc(C(=O)c2ccco2)nn1-c1ccccc1	-7.5	12.5%	6.9	-0.2%	0.2%	16.4µM*	26.3	-3.7%	-9.4%	?
Oc1c(N=NC(=S)Nc2ccccc2F)c2ccccc2n1Cc1ccc(F)cc1	-8.1	16.0%	-0.7	-0.9%	0.4%	5.17µM*	-2.1	-3.2%	-7.3%	9.8
CCOc1ccccc1NC(=O)CCc1nnc2ccc(N3CCC(C)CC3)nn12	2.3	-7.1%	-4.0	-0.6%	-5.0%	?	2.6	-0.7%	-12.4%	-9.3
CC(Sc1ccc(S(=O)(=O)N2CCN(C)CC2)cn1)C(=O)NC1(C#N)CCCCC1 (centres undefined)	0.3	21.8%	-2.5	9.5%	0.3%	17.7%	0.9	1.6%	-0.5%	1.4
O=S(c1ccsc1)c1ccsc1	2.6	3.2%	29.2	-2.5%	1.9%	7.1%	-3.3	7.6%	-3.6%	-5.0
CCOC(=O)C1CCCN(C(=O)c2ccc(S(=O)(=O)NCc3ccco3)cc2)C1 (centres undefined)	10.5	15.0%	19.5	-1.0%	-0.2%	-2.2%	-4.1	-3.3%	-15.9%	-3.1
Cc1ccc(-n2c([C@@H]3C[C@H]3c3ccccc3)n[nH]c2=S)cc1	6.1	0.6%	-9.6	0.2%[46.1 µM]	1.6%	8.5%	4.8	3.5%	-1.5%	4.5
COc1ccccc1C(=O)NCC(c1ccco1)N1CCc2ccccc21 (centres undefined)	2.1	-1.6%	nt	-10.6%	-0.7%	-14.3%	?	?	-9.2%	-2.5
CCC(=O)NC(=S)Nc1ccc(NC(=S)NC(=O)c2ccc(C)cc2)cc1	15.5	-13.1%	0.6	5.8%	1.6%	-4.1%	1.8	-1.2%	-0.2%	6.0
CC(C)n1c(SCCCc2ccccc2)nc2c1c(=O)[nH]c(=O)n2C	-1.5	3.6%	-3.9	-9.7%[46.1 µM]	3.5%	-2.5%	-1.5	5.1%	11.0%	0.5
CCOC(=O)CC1=C(C(=O)OCC)C(c2cccs2)C(C#N)=C(N)O1 (centres undefined)	-5.0	nt	nt	-0.6%	nt	nt	24.3	-3.6%	nt	-6.0
CCCCC(=O)Nc1nc2c(s1)COc1ccccc1-2	9.1	-13.8%	-1.8	-0.1%	-4.4%	?	121.0*	?	4.0%	-7.3
Cc1cc2oc(=O)cc(CN3CCCCC3)c2cc1C	29.2	-0.5%	0.1	-1.7%	2.3%	28.1%	27.8	-4.9%	-0.1%	nt
O=C(Nc1ccc(OC(F)(F)F)cc1)c1ccccc1-n1cnnn1	-4.9	-0.5%	-2.1	6.0%	-1.2%	5.7%	nt	nt	7.1%	-6.1
COc1ccc(-c2nc(-c3ccc(Br)o3)no2)cc1OC	10.4	11.7%	-3.8	8.4%	-0.4%	?	2.5	2.0%	1.4%	11.7
CCOCCn1ccc2c(OCC(=O)Nc3ccccc3OC)cccc2c1=O	3.7	8.5%	-12.7	2.9%	-1.3%	?	8.3	15.9%	5.2%	-10.8
Cc1cc(Cl)ccc1OCC(=O)Nc1nc(-c2cccnc2)cs1	-12.4	5.6%	11.4	-14.1%	2.9%	-3.1%	12.6	4.6%	-0.6%	11.9

# Remaining list, next part.
SMILES	KCNH2 3.1 block	Eya2 phos inh	TSHR antag	TCR act	USP2a block	ELG1 DNA repair	TRPV1 agonist	Mito fusion yeast	AT treatment	KCNH2 WT inh
Cc1ccc(-c2csc3nc[nH]c(=S)c23)cc1C	-9.7	-7.4%	-6.3	-0.5%[46.1 µM]	1.8%	-28.3%	4.4	11.2%	-4.2%	?
COc1ccccc1CCNC(=O)NC1CCCCC1	-6.1	1.4%	-2.5	-0.6%	0.2%	?	3.8	-0.5%	-3.7%	30.6
CCN(CC)c1ccc2c(C)c(Cl)c(=O)oc2c1	-10.1	-0.6%	-12.9	nt	2.1%	?	0.7	-0.3%	1.7%	-6.4
CS(=O)(=O)c1ccc(C(=O)OCC(=O)NC(=O)C2CCCCC2)cc1[N+](=O)[O-]	1.2	-5.3%	?	-21.1%	0.6%	?	-1.4	2.0%	2.0%	nt
O=C(N/N=C/C1CC=CCC1)c1ccc(O)cc1O (centres undefined)	-23.9	-5.0%	1.7	6.0%[46.1 µM]	4.4%	22.5%	?	-8.9%	3.3%	-16.3
O=C(Cn1nc(-c2ccccc2)ccc1=O)Nc1cccc(NC(=O)c2ccccn2)c1	nt	-27.2%	2.2	nt	0.3%	-4.5%	11.3	2.5%	2.2%	nt
CCn1c(=O)[nH]c2cc(C(=O)N3CCN(c4ccccc4)CC3)ccc2c1=O	13.9	5.4%	-3.5	5.9%	2.3%	-22.2%	1.5	-3.1%	-1.9%	-16.3
NC(=S)N=Nc1c(O)n(CC(=O)Nc2ccccc2)c2ccccc12	-5.5	-11.7%	1.2	7.8%	2.8%	-3.3%	-0.6	6.9%	3.5%	0.6
NNC(=O)c1nc[nH]c1C(=O)Nc1ccccc1	3.2	-6.1%	36.7	1.7%	-4.0%	2.6%	?	-1.1%	1.0%	0.3
O=C(O)c1cccc(Nc2ncnc3ccc(Br)cc23)c1	8.7	?	1.1	-8.1%	-0.7%	?	nt	4.7%	-1.9%	-9.6
Cc1ccc(-c2c(C#N)c(N)nc3c2CCCCCC3)o1	-3.7	3.6%	-11.2	3.5%	-2.4%	8.4%	-1.3	2.5%	1.3%	-19.4
Cc1nn(CC2CC2)c(=O)n1-c1ccc(Oc2ccccc2)cc1	-4.8	0.7%	8.4	-7.3%	-2.7%	?	15.9	9.8%	18.6%	6.6
CCOC(=O)CSc1ccc(C(=O)Nc2ccc(OC)cc2)cn1	23.4	2.9%	-18.1	-12.8%	0.1%	3.6%	?	0.5%	-2.0%	i
Cc1ccc(C(=O)CC2(O)C(=O)N(CCc3ccccc3)c3ccc(Br)cc32)o1 (centres undefined)	18.0	-24.8%	-26.2	2.7%	-1.5%	-19.7%	-2.1	14.8%	7.3%	6.3
